# Screens (PubChem)
# JMJD2A Tudor inh – qHTS Assay for Inhibitors of JMJD2A-Tudor Domain; AID 504339, 2011; Lysine-specific demethylase 4A (Homo sapiens), O75164; AlphaScreen JMJD2A-Tudor / H3K4me3 peptide binding; 390,000 tested, 4.4% active; Potency, µM (highest dose often 114 µM), for the others: at the top dose activity change, negative = inhibition, hits mostly inhibitors; further: on the % scale 0 is the no-effect control and ±100 the full control effect; nearly all actives have a fitted effect of over 50% in size
# HP1b chromo inh – HTS for Inhibitors of HP1-beta Chromodomain Interactions with Methylated Histone Tails. Potency, µM (doses to about 114 µM), for inactives: at the highest dose activity change, negative = inhibition, actives largely listed as inhibitors. AlphaScreen HP1-beta / biotin-H3K9me3 peptide binding. 390,000 tested, 0.56% active; further: nearly all actives have a fitted effect of over 70% in size; inactives centre near 23
#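 HP1-beta protein (50 nM final) preincubated 30 min at room temperature with biotinylated H3(1-18)K9me3 peptide (50 nM) in PBS pH 7.4, 0.01% Tween-20, then compound added for 30 min. AlphaScreen streptavidin donor/nickel chelate acceptor beads (10 ug/mL final), 30 min dark, luminescence read.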
# PGK inhibitor – qHTS Assay to Find Inhibitors of Phosphoglycerate Kinase | PGK/GAPDH coupled, Kinase-Glo luminescence, 60 min | AID 602233, 2012 | Potency, µM (top dose mostly 57.5 µM), inactives show top-dose activity change, negative = inhibition, usual class: inhibitors | Phosphoglycerate kinase, glycosomal (Trypanosoma brucei brucei), P07378 | 380,000 tested, 0.043% active; further: on the % scale 0 is the no-effect control and ±100 the full control effect; nearly all actives have a fitted effect of over 60% in size
# Target sequence (P07378 whole entry, looked up): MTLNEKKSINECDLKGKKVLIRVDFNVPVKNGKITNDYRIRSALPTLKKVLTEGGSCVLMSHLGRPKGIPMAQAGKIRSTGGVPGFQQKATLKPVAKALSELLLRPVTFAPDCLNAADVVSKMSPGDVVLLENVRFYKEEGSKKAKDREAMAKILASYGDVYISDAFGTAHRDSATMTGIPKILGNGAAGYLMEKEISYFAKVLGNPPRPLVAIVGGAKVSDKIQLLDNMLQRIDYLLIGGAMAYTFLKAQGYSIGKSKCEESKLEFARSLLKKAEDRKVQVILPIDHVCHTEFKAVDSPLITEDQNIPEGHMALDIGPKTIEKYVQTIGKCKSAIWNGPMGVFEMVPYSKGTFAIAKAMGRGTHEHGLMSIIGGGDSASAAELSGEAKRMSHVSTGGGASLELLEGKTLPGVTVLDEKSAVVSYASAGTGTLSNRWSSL
#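 Luminescent ATP detection (Kinase-Glo Plus) follows a 60-minute room-temperature incubation, with wells lacking PGK as controls. Buffer: 100 mM TEA (pH 7.6), 5 mM MgCl2, 0.01% Tween-20. Coupling enzyme GAPDH (100 nM final) supplies unstable 1,3-BPG in-well.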
# BLM helicase inh – qHTS Assay for Inhibitors of Bloom's syndrome helicase (BLM). recombinant BLM DNA unwinding, fluorescence dequenching. Potency, µM (series often up to 56.1 µM), for inactives: at the top dose activity change, negative = inhibition, hits mostly inhibitors. 350,000 tested, 0.2% active;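 further: plate controls were vehicle for no effect and no enzyme for full effect; nearly all actives have a fitted effect of over 35% in size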
# G9a block – qHTS Assay for Inhibitors of Histone Lysine Methyltransferase G9a; Histone-lysine N-methyltransferase EHMT2 (Homo sapiens), Q96KQ7; G9a H3K9 monomethylation, AlphaScreen, 2 h; Potency, µM (titrated, usually from 102 µM), for inactives: at the top dose activity, negative = inhibition, most hits filed as inhibitors; 350,000 tested, 8.8% active; further: on the % scale 0 is the no-effect control and ±100 the full control effect; nearly all actives have a fitted effect of over 75% in size
#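 Methyltransferase reactions run at room temperature for 2 h (20 nM enzyme, 500 nM biotin-H3K9 peptide, 20 uM SAM) after a 15 min compound preincubation; product detected by AlphaScreen beads and anti-H3K9me1 antibody.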
# Pin1 inh – qHTS Assay to Find Inhibitors of Pin1; 390,000 tested, 0.009% active; Potency, µM (top dose mostly 115 µM), inactives show at the highest dose activity, negative = inhibition, usual class: inhibitors; Pin1 FP peptide displacement, HiFluor488, 10 min; active means well fitted inhibition curve with a large enough effect in the polarisation, with a control signal flat, not every such curve was filed as active; inconclusive means small, poorly fitted or top-dose-only effect, or effect the other way, or a change in a side signal; inactive means no such curve, though single readings can be large or run the other way; the % refers to the polarisation; further: on the % scale 0 is the no-effect control and ±100 the full control effect
# Pol iota inh – qHTS for Inhibitors of Polymerase Iota; Pol iota fluorescent replication assay, 10 min; Potency, µM (titrated, usually from 115 µM), inactives show at the top dose activity, negative = inhibition, actives largely listed as inhibitors; 390,000 tested, 1% active
#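 Fluorescent replication assay read twice, at 0 min and 10 min after adding 50 nM (final) substrate. Enzyme (10 nM) and compounds were first incubated 15 min at room temperature; enzyme-free buffer wells were negative controls.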
# BAZ2B block – qHTS Assay for Inhibitors of BAZ2B. Bromodomain adjacent to zinc finger domain protein 2B (Homo sapiens), Q9UIF8. AlphaScreen BAZ2B-H3K14Ac peptide displacement. Potency, µM (series often up to 114 µM), inactives show at the top dose activity change, negative = inhibition, actives largely listed as inhibitors. 360,000 tested, 4.4% active. AID 504333, 2011; further: on the % scale 0 is the no-effect control and ±100 the full control effect; nearly all actives have a fitted effect of over 60% in size
#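 Complex of BAZ2B and biotin-H3K14Ac (50 nM apiece) forms over 30 min at RT, then faces library compounds up to 110 uM for another 30 min; AlphaScreen beads added, 20 min dark incubation, luminescence read.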
# GLS inhibitor – qHTS for Inhibitors of Glutaminase (GLS). Glutaminase kidney isoform, mitochondrial (Homo sapiens), O94925. GLS enzymatic activity, qHTS titration. Potency, µM (titrated, usually from 45.5 µM), inactives show top-dose activity change, negative = inhibition, hits mostly inhibitors. 410,000 tested, 0.21% active. AID 624170, 2012; further: on the % scale 0 is the no-effect control and ±100 the full control effect
# Target sequence (O94925 whole entry, looked up, canonical isoform): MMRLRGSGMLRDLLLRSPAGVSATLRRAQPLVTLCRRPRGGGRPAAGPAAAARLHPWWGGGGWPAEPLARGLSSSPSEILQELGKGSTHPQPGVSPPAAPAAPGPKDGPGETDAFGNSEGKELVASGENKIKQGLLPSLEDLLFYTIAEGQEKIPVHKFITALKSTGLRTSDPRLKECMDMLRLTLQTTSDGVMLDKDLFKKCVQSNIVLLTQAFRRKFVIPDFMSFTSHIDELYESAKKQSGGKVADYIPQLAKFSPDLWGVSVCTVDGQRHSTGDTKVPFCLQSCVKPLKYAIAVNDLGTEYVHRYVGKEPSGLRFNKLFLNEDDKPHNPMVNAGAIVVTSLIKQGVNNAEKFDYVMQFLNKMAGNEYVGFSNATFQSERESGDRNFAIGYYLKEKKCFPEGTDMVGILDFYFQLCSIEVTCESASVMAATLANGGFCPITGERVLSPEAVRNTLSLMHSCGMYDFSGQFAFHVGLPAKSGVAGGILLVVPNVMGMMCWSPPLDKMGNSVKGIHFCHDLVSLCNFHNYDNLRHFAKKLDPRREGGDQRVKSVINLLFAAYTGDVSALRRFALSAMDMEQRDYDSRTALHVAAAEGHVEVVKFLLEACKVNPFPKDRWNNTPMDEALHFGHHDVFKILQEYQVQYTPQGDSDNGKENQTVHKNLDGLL
#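 Human kidney-isoform GLS in 45 mM KH2PO4 pH 8.2, 0.02% Tween-20, with compound, started with 1mM L-Glutamine (added stock). Glutamate oxidase/HRP/Amplex red coupled fluorescence read at start and after 30 min at RT.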
# Active calls of the source: *; i = inactive; ? = inconclusive; . = no result given; & = joins results of further samples; [ ] = remark or other dose. Unless noted, the call rests on the fitted dose curve; in most records, active means well fitted curve in the direction sought with a large enough effect; inconclusive means small, poorly fitted or top-dose-only effect, or another doubt; inactive means no such curve, though single readings can be large; an effect the other way counts as inactive or inconclusive. Potency means the concentration at half of the fitted maximal effect.
no.	SMILES	JMJD2A Tudor inh	HP1b chromo inh	PGK inhibitor	BLM helicase inh	G9a block	Pin1 inh	Pol iota inh	BAZ2B block	GLS inhibitor
1	O=C(CCNC(=O)c1ccc(Br)cc1)NCc1ccccc1F	-11%	4%	6%	.	2%[0.501 µM]	-18%	14%	-5%	6%
2	Cc1ccc(S(=O)(=O)N(C)C)cc1NC(=O)COC(=O)c1ccc2c(c1)OCCO2	-18%	33%	i	2%	3%	-1%	-4%	8%	-5%
3	C=CCN(C(=O)CN1CCOCC1)c1nc(C)c(-c2ccccc2)s1	-31%	25%	i	-2%	-44%[2.33 µM]	0%	-13%	?	1%
4	COc1ccc(CCNC(=O)c2cnccn2)cc1	-20%	49%[activator]	-3%	-2%	1%	9%	-9%	-3%	-10%
5	COc1cc(NC(=O)SC2=NCCS2)cc(OC)c1	-3%	32%	-1%	-2%	34%	-3%	20%	11%	9%
6	COc1ccc(C(=O)O/N=C2\C(=O)N(C)c3ccccc32)cc1	-13%	16%[57 µM]	-6%	.	.	0%	-4%	.	18%
7	O=c1c2ccccc2nnn1CSc1ccccc1	-3%	42%[activator]	2%	3%	36%[59 µM]	-4%	36%[activator]	16%	0%
8	COc1ccc(-c2csc3[nH]c(=S)n(-c4ccccc4)c(=O)c23)cc1OC	-22%	27%	5%	3%	?	-2%	?	-3%	3%
9	CC(C)c1ccc(CC(NC(=O)c2ccccc2)C(=O)NCC(=O)O)cc1 (configuration not stated)	-27%	18%	1%	1%	?	26%	50%[activator]	-17%	0%
10	Cc1ccccc1NCC(=O)c1ccc(Br)cc1	-22%	2%	-1%	-17%	?	-14%	-2%	?	8%
11	CCOc1ccc(S(=O)(=O)Nc2nc3ccccc3nc2N2CCN(C)CC2)cc1	-12%	30%	0%	-4%	?	-2%	2%	-28%	7%
12	Cc1ccc(C)c(N2CCN(C(c3ccc(F)cc3)c3nnc(-c4ccccc4)o3)CC2)c1 (configuration not stated)	?	4%	0%	-10%	?	?	89µM*	-39%	1%
13	Cc1nc2ccc(NC(=O)Cc3ccc4c(c3)OCCO4)cc2s1	-9%	22%	-4%	-2%	7%[59 µM]	5%	26%	-22%	2%
14	NC(=O)NCc1ccc(F)cc1	-13%	-19%	8%	-2%	3%	-6%	63%[activator]	6%	9%
15	CCOc1ccc(-n2cnnn2)cc1S(=O)(=O)Nc1c(C)cccc1C	-7%	9%	-3%	-1%	4%[12.7 µM]	-4%	25%	-1%	3%
16	COc1ccc(S(=O)(=O)N2CCCOC2CNC(=O)C(=O)NC2CCCC2)cc1 (configuration not stated)	-7%	11%	-5%	-6%	32%	-3%	14%	-12%	0%
17	CC(=O)Nc1ccc(S(=O)(=O)NCC(=O)NC(C)c2ccc(S(N)(=O)=O)cc2)cc1 (configuration not stated)	-1%	38%	i	-7%	20%[59 µM]	-12%	21%	-8%	12%
18	O=C(CN1C(=O)COc2ccc(S(=O)(=O)N3CCCCC3)cc21)NCc1ccc(F)cc1	-8%&2%	35%&28%	0%	-2%&0%	26%&9%[59 µM]	-5%&0%	15%&29%	-10%&0%	-15%&2%
19	CCCN(C(=O)CCl)C1=CCCCC1	-18%	29%	-3%	-3%	9%	-9%	51%[activator]	13%	2%
20	CCN(CC)CCN(C(=O)c1ccc2c(c1)CCCC2)c1nc2c(C)cccc2s1	?	28%	5%	-3%	35µM*	-3%	81%[activator]	?	-2%
21	CCOC(=O)c1ccc(Oc2nc(NC)nc(Nc3ccccc3)n2)cc1	-32%	23%	-7%	-9%	8%[59 µM]	8%	2%	-26%	-1%
22	Cc1occc1C(=O)NNC(=O)NC12CC3CC(CC(C3)C1)C2	1%	31%[activator]	-8%	-8%	-32%[59 µM]	-12%	8%	7%	23%
23	C/C(=N\OC(=O)c1ccccc1)c1cc(-c2ccc(Cl)cc2)no1	13%	35%	i	-3%	10%[0.0925 µM]	-6%	-9%	6%	-2%
24	CCC1CN(C(=O)N2CCC(C(=O)NCc3cc(OC)ccc3OC)CC2)c2ccccc2O1 (configuration not stated)	-18%	28%	i	-4%	-27%[59 µM]	-4%	20%	-30%	-4%
25	C=C(C1=CCN(S(=O)(=O)C(C)(C)C)[C@@H]1CCO)c1ccccc1	-27%	8%	-10%	.	.	1%	6%	.	2%

# Full records, looked up by structure:
# `C=C(C1=CCN(S(=O)(=O)C(C)(C)C)[C@@H]1CCO)c1ccccc1` is entered as JMJD2A Tudor inh = -27%; HP1b chromo inh = 8%; PGK inhibitor = -10%; BLM helicase inh = .; G9a block = .; Pin1 inh = 1%; Pol iota inh = 6%; BAZ2B block = .; GLS inhibitor = 2%
# `Cc1occc1C(=O)NNC(=O)NC12CC3CC(CC(C3)C1)C2` is entered as JMJD2A Tudor inh = 1%; HP1b chromo inh = 31%[activator]; PGK inhibitor = -8%; BLM helicase inh = -8%; G9a block = -32%[59 µM]; Pin1 inh = -12%; Pol iota inh = 8%; BAZ2B block = 7%; GLS inhibitor = 23%

# Continued:
no.	SMILES	JMJD2A Tudor inh	HP1b chromo inh	PGK inhibitor	BLM helicase inh	G9a block	Pin1 inh	Pol iota inh	BAZ2B block	GLS inhibitor
26	c1ccc(Cn2nnc3c(NCCN4CCOCC4)ncnc32)cc1	-23%	-2%	1%	1%	8%[2.33 µM]	-1%	17%	-20%	1%
27	COc1cc(/C=C2\SC(=S)N(CC(=O)NC(C)(C)C)C2=O)cc(OC)c1OC	-24%	21%	-3%	-8%	-30%	?	-4%	-29%	-9%
28	COc1cc2c(cc1OC)CN(C(=O)c1ccc([N+](=O)[O-])o1)CC2	-27%	-4%	-3%	0%	56µM*	0%	?	-31%	1%
29	O=C(O)c1c2c(nc3ccc(S(=O)(=O)N4CCC(C(=O)NC5CCCCCC5)CC4)cc13)CCCC2	?	4%	-8%	-24%	40µM*	-6%	?	50µM*	-25%
30	COc1ccc(-n2cnnc2SCC(=O)N(C)c2ccccc2)cc1	-10%	-1%	-13%	-1%	19%	-4%	-6%	2%	?
31	CC1(C)OC(C(N)=O)C(C(N)=O)O1 (configuration not stated)	-9%	16%	4%	0%	4%	0%	23%	10%	-2%
32	CC(=O)c1ccc(NC(=O)CSc2nccn2Cc2ccco2)cc1	-18%	14%[57 µM]	-9%	0%	-2%[59 µM]	4%	11%	-16%	0%
33	COc1cc(/C=N/NC(=O)c2ccncc2)ccc1OC(C)=O	7%	33%	-10%	2%	12%	-5%	0%	-5%	-6%
34	CCS(=O)(=O)c1nc(S(=O)(=O)c2ccc(Cl)cc2)c(NCCN2CCOCC2)s1	-5%	39%[activator]	i	2%	38%	-8%	7%	6%	4%
35	CC1CCN(c2nn3c(=O)c(C(=O)NCCc4ccccc4)cnc3s2)CC1	1%	21%	3%	0%	5%[59 µM]	0%	36%[activator]	2%	0%
36	O=C(N/N=C/c1cc([N+](=O)[O-])ccc1N1CCNCC1)c1ccc([N+](=O)[O-])cc1	-15%	42%[activator]	i	-4%	8%[0.0925 µM]	2%	10%	4%	-1%
37	Cc1ccc(S(=O)(=O)N(C)CC(=O)Nc2cccc3c2CCCC3)cc1	4%	61%[activator]	-1%	-5%	5%	-6%	7%	9%	0%
38	COC(=O)c1ccc(NC(=O)COC(=O)C2CC(=O)N(Cc3ccccc3)C2)cc1 (configuration not stated)	-4%	39%[activator]	-1%	0%	5%	5%	18%	-3%	-14%
39	CC(C)Oc1ccc(CNC(=O)C(C)n2ccc3cc(S(=O)(=O)N4CCCCCC4)ccc32)cc1 (configuration not stated)	-13%	25%	8%	-8%	-11%[59 µM]	29%	4%	-14%	-1%
40	Cc1ccc(-n2ncc3c(=O)n(Cc4ccccc4C)cnc32)cc1C	-2%	18%	12%	1%	3%[59 µM]	0%	-1%	-1%	0%
41	COc1ccccc1CNC(=O)[C@@H]1CCCN1S(=O)(=O)c1ccc(Cl)cc1	-1%	8%	i	-3%	-10%	-3%	58%[activator]	2%	0%
42	CCOc1ccc(-c2nnc(-c3ccccc3)o2)cc1	18%	27%	-8%	1%	-5%[59 µM]	-1%	-4%	10%	2%
43	COc1ccc(Nc2ncnc3onc(C)c23)cc1Cl	-15%	-4%	-10%	0%	-5%[59 µM]	-22%	-12%	10%[57.1 µM]	-14%
44	N#Cc1c(-n2ncnc2-c2ccccc2C(F)(F)F)sc2c1CCCCC2	?	-18%	-1%	-8%	?	1%	14%	?	14%
45	O=S(=O)(N(Cc1ccccc1)[C@@H](CO)Cc1ccccc1)N(Cc1ccccc1)[C@@H](CO)Cc1ccccc1	-3%	57%[activator]	9%	.	.	3%	41%&0%[activator]	.	-1%
46	O=C(NCc1cccnc1)c1ccc([N+](=O)[O-])cc1	-12%	17%	-8%	-3%	1%	1%	138%[activator]	-4%	5%
47	Fc1ccc(-[n+]2nc(Nc3ccccc3)sc2-c2c3ccccc3cc3ccccc23)cc1	16µM*	?	i	4%	11µM*	0%	?	5µM*	-16%
48	COc1cc(OC)cc(C(=O)N[C@H](C(=O)OCC(=O)Nc2ccc3c(c2)OCO3)C(C)C)c1	-23%	17%	-6%	.	.	13%	10%	.	0%
49	COc1ccc(CC(=O)N(Cc2ccccc2)c2cccc(C)c2)cc1OC	-15%	16%	0%	-3%	21%	-9%	27%	-11%	9%
50	Cc1ccccc1C(=O)N1CCC(C(=O)N2CCN(c3ncccn3)CC2)CC1	-15%	18%	0%	.	3%[2.33 µM]	2%	13%	8%	-2%
51	O=C(O)Cn1cnc2scc(-c3cccs3)c2c1=O	-17%	14%	-10%	23%	?	-3%	?	?	-23%

# A portion of the library (hit frequency here may not be typical).
